Compound activity (PubChem)
CSM14.1 death rescue – protection against thapsigargin-triggered cell killing – 384-well, CSM14.1, ATP luminescence, primary screen (AID 1222) | one-dose cellular ATP content (survival), % at 20 µM; EC50 in µM for titrated hits | CSM14.1 thapsigargin-induced death rescue, ATP luminescence; higher % means a stronger effect | 190,000 tested, under 10 active;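 active = EC50 below 50 µM in the dose-response confirmation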;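 also: death triggered by thapsigargin at about 15 µM added after 2 h compound pretreatment; cell ATP read after overnight thapsigargin exposure of roughly 18 to 22 hours; normalized against plate controls of thapsigargin alone and 5% DMSO vehicle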
SIAH1 antagonists – Siah-1 peptide-binding antagonists, primary screen, biochemical, fluorescence polarization, rhodamine-plectin, uHTS (AID 1817). one-dose displacement, % at 20 µM; IC50 in µM for titrated hits. 290,000 tested, 0.02% active. Siah-1 / rhodamine-plectin peptide fluorescence polarization; higher % means a stronger effect;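 active = displacement of at least 50% at 20 µM, with a fluorescence ratio check between 0.3 and a set limit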;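 also: plate controls were Siah plus tracer with DMSO for no effect and tracer alone without Siah for full effect; strong numbers were not always called active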
LYP inhibition – inhibitors of LYP phosphatase, biochemical, fluorescence intensity, uHTS (AID 1779) | recombinant LYP phosphatase, fluorescence intensity; higher % means a stronger effect | inhibition, % at 11.5 µM; hits with a dose series show IC50 in µM | 290,000 tested, 0.054% active;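 also: plate controls were vehicle with enzyme for no effect and no enzyme for full effect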
M1AAP inhibition – malaria alanyl aminopeptidase activity blockers – biochemical, fluorogenic H-Leu-NHMec substrate, 1536-well (AID 1445) | recombinant M1AAP, H-Leu-NHMec fluorogenic kinetic assay; higher % means a stronger effect | inhibition, % at 30 µM; hits with a dose series show IC50 in µM | 220,000 tested, 0.42% active;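 active = primary inhibition above the hit cutoff, then over 50% inhibition at one or more dose response concentrations, cut at about 23% in these data, passing the limit was not always enough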;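 also: plate controls were DMSO full reaction for no effect and no enzyme background for full effect; strong numbers were not always called active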
HEK293 NOD2/NF-kB – inhibition of NOD2-driven NF-kB reporter – cell-based, luminescence, uHTS, HEK293 (AID 1566); HEK293 NOD2/NF-kB luciferase reporter, luminescence; higher % means a stronger effect; one-dose inhibition, % at 4 µM; EC50 in µM for titrated hits; 290,000 tested, 0.63% active; also: many of its hits are not listed in these tables
AID2073 – disruptors of CaV2.2 binding to Mint1 – biochemical, HTRF (AID 2073); HTRF protein-protein interaction, Mint1-CaV2.2; higher % means a stronger effect; inhibition, % at 20 µM, or IC50 in µM where a hit was titrated; 290,000 tested, 0.19% active; in the data active = inhibition mostly above about 51%, no sharp cut-off; also: some results filed as inactive read as strong as hits
Hep lipid drop – modulators of hepatic lipid droplet formation | AML12 mouse hepatocytes, oleate lipid droplets, BODIPY imaging | inhibition, % at 6.5 µM | 240,000 tested, 0.4% active;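 active = lipid droplet intensity inhibited by at least 50%, with more than 500 cells counted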
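Test system: AML12 hepatocytes (mouse); reagent: oleate loading, 100 µM; dosing: one dose, 6.5 µM compound; incubation: overnight exposure; signal: fluorescence imaging, 20x objective, two fields per well; read-out basis: % inhibition of corrected integrated BODIPY droplet signal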
XIAP antagonists – small molecules displacing peptide from XIAP – biochemical, IAP family, fluorescence polarization (AID 1018) | XIAP BIR domain, fluorescence polarization peptide displacement; higher % means a stronger effect | displacement, % at 20 µM; hits with a dose series show IC50 in µM | 200,000 tested, 0.007% active; in the data active = displacement above about 50%; also: a part of the inactive calls stands beside numbers as strong as those of hits
M17LAP inhibition – P. falciparum M17LAP inhibitors, primary screen, biochemical, fluorogenic H-Leu-NHMec substrate, 1536-well (AID 1619); recombinant M17LAP, H-Leu-NHMec fluorogenic kinetic assay; higher % means a stronger effect; 220,000 tested, 0.38% active; inhibition, % at 30 µM, or IC50 in µM where a hit was titrated;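 active = compound inhibiting the enzyme by more than half at any dose during confirmatory dose-response retesting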;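 also: plate controls were full reaction with DMSO carrier for no effect and no enzyme background for full effect; strong numbers were not always called active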
Hep lipid drop cells 6.5 µM – also measured in Hep lipid drop; calls as there; cell count; measured here: cell count, cytotoxicity flag;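 cells counted across two imaged fields per well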
Numbers without * were called inactive; · = no result given. Rule as the data show it, unless noted: active = inhibition above about 50%; inactive = the rest. The list is partial; the hit share may differ from the screen's.

Results follow in this order: Hep lipid drop, CSM14.1 death rescue, M1AAP inhibition, M17LAP inhibition, XIAP antagonists, SIAH1 antagonists, LYP inhibition, Hep lipid drop cells 6.5 µM, HEK293 NOD2/NF-kB, AID2073
O=S(=O)(c1ccc(F)cc1)N(CCO)CC(O)Cn1c2ccccc2c2ccccc21 (stereo unspecified)
→ -25.7, -1.8%, 0.0%, 8.0%, -16.7%, 0.9%, 0.8%, 716, -5.1%, 11.4%
COc1ccc(N2CCN(Cc3nc4c(c(=O)n(C)c(=O)n4C)n3Cc3cccc(C)c3)CC2)cc1
→ -12.3, ·, 0.8%, -0.3%, -2.5%, 1.7%, 5.2%, 610, 7.8%, -7.9%
CCOc1ccc(C(=O)CC(Sc2ccc(C)cc2)C(=O)O)cc1 (stereo unspecified)
→ 3.2, -0.4%, -1.4%, -1.8%, 15.1%, 3.7%, -1.0%, 705, 9.0%, 19.1%
Cc1cc(C)cc(N(CC(=O)NC2CCCC2)C(=O)CNC(=O)c2ccco2)c1
→ -2.4, ·, ·, ·, ·, 1.5%, -2.3%, 809, -4.5%, 7.1%
CC(C)(O)c1[nH]c2ccc(C(F)(F)F)cc2c1C(C)(C)O
→ ·, ·, ·, ·, ·, -3.7%, -8.8%, ·, -6.0%, 12.0%
COc1cc(NC(=O)c2cccc(Cl)c2)c(OC)cc1NC(=O)CN1CCOCC1
→ ·, 0.3%, 5.4%, -3.0%, -4.0%, 3.5%, -3.9%, ·, 14.4%, -2.5%
O=C(Nc1ccc(CN2CCOCC2)cc1)c1ccc2ccccc2c1
→ 0.0, ·, ·, ·, ·, -2.2%, -2.1%, 839, -57.2%, 8.5%
O=C(O)c1ccccc1C(=O)c1ccc(N2CCCC2)c([N+](=O)[O-])c1
→ -0.3, 0.4%, 12.8%, 2.3%, -3.9%, 3.7%, 10.0%, 649, -5.8%, 5.3%
N/C(=N\OC(=O)c1ccccc1)c1ccn[nH]1
→ 10.9, ·, ·, ·, ·, 13.7%, -6.2%, 853, -36.2%, 13.7%
O=C1CC(N2CCN(Cc3ccccc3)CC2)C(=O)N1c1ccc2c(c1)OCCO2 (stereo unspecified)
→ -6.5, -2.6%, 3.0%, 5.2%, 4.9%, 3.0%, -6.3%, 754, -4.9%, 2.6%
CCN1CCc2c(sc(NC(=O)c3ccc(S(=O)(=O)N4CCCCCC4)cc3)c2C(=O)NC)C1
→ -1.7, ·, ·, ·, ·, 2.0%, -2.7%, 611, 33.3%, 12.3%
CCOCCCNC(=O)C1CCN(S(=O)(=O)c2ccc(C)cc2)CC1
→ -0.9, -1.8%, 2.4%, 0.5%, -3.8%, 4.6%, -3.4%, 698, -13.6%, 18.0%
O=C(NC1CCCCC1)C(c1ccncc1)N(C(=O)Cc1cccs1)c1ccccc1 (stereo unspecified)
→ 0.1, 0.8%, -5.4%, -8.6%, -1.4%, 13.3%, -5.9%, 651, 18.8%, 1.9%
O=C1N(Cc2cccc(Cl)c2)C[C@@H]2C[C@@H](c3ccco3)N3CCC[C@@]123
→ -34.6, -0.7%, 4.2%, 0.7%, -6.1%, 1.9%, -4.0%, 659, 2.1%, 4.0%
O=C(c1cccc([N+](=O)[O-])c1)c1ccc2[nH]c(=O)[nH]c2c1
→ 4.9, ·, ·, ·, ·, -10.6%, -8.1%, 752, -12.6%, 23.6%
CC(C)CCNC(=O)CCS(=O)(=O)c1cccc2nonc12
→ -5.0, 2.0%, 6.3%, 5.3%, -8.4%, -1.2%, 0.5%, 716, 1.8%, -1.4%
CCOc1ccccc1NC(=O)CSc1nnc(-c2ccco2)n1Cc1ccco1
→ ·, 5.0%, 8.7%, 20.0%, -6.9%, -4.5%, -8.3%, ·, 16.0%, -8.9%
CC1CC(C)CN(c2ccc([N+](=O)[O-])cc2-c2nn[nH]n2)C1 (stereo unspecified)
→ -2.1, 0.0%, 17.1%, 3.0%, -5.1%, -3.1%, 3.0%, 662, 0.8%, -9.4%
O=C(CCn1nnc2ccccc2c1=O)N[C@@H](Cc1ccccc1)C(=O)O
→ ·, 0.7%, 3.9%, 37.0%, -19.0%, 0.6%, -10.9%, ·, 12.7%, -1.2%
COc1ccc(/C=C2\SC(=S)N(c3cccnc3)C2=O)cc1
→ -0.2, ·, ·, ·, ·, 2.5%, -5.6%, 706, 8.0%, 2.1%

Compounds from the list above that contain a thiophene ring, fused or not (two):
Results follow in this order: Hep lipid drop, CSM14.1 death rescue, M1AAP inhibition, M17LAP inhibition, XIAP antagonists, SIAH1 antagonists, LYP inhibition, Hep lipid drop cells 6.5 µM, HEK293 NOD2/NF-kB, AID2073
CCN1CCc2c(sc(NC(=O)c3ccc(S(=O)(=O)N4CCCCCC4)cc3)c2C(=O)NC)C1
→ -1.7, ·, ·, ·, ·, 2.0%, -2.7%, 611, 33.3%, 12.3%
O=C(NC1CCCCC1)C(c1ccncc1)N(C(=O)Cc1cccs1)c1ccccc1 (stereo unspecified)
→ 0.1, 0.8%, -5.4%, -8.6%, -1.4%, 13.3%, -5.9%, 651, 18.8%, 1.9%

(cont.)
Results follow in this order: Hep lipid drop, CSM14.1 death rescue, M1AAP inhibition, M17LAP inhibition, XIAP antagonists, SIAH1 antagonists, LYP inhibition, Hep lipid drop cells 6.5 µM, HEK293 NOD2/NF-kB, AID2073
Cc1ccc2c(CN(C)Cc3ccc(Cl)cc3)cc(=O)oc2c1
→ -23.2, ·, ·, ·, ·, 0.8%, -1.5%, 754, -2.9%, 5.1%
O=C(NC1CCCC1)C(c1ccncc1)N(C(=O)c1ccco1)c1ccccc1 (stereo unspecified)
→ -15.2, ·, ·, ·, ·, -3.6%, 0.2%, 794, 1.6%, 10.0%
COc1cccc2cc(C(=O)N3CCN(C45CC6CC(CC(C6)C4)C5)CC3)c(=O)oc12
→ -5.4, ·, 2.9%, 2.8%, -6.1%, -2.7%, -1.3%, 672, 8.5%, 5.8%
Cc1cccc(N(C2C=CS(=O)(=O)C2)S(=O)(=O)c2ccccc2)c1 (stereo unspecified)
→ 6.0, -1.9%, 1.4%, 5.0%, -3.8%, 4.3%, -10.1%, 710, 2.9%, -6.1%
Cc1ccnc(NC2CCCCC2)c1
→ 5.3, -0.8%, 2.3%, -2.5%, -3.0%, -3.9%, -3.5%, 704, -14.9%, -7.3%
O=C(Nc1ccc(N2CCOCC2)cc1)c1cccc(S(=O)(=O)N2CCCC2)c1
→ 1.3, -1.1%, -1.6%, -5.8%, -16.1%, 0.6%, 7.8%, 787, 1.7%, -4.5%
COCCCNC(=O)c1cc(=O)n(Cc2ccc(Cl)cc2)c2ccccc12
→ 3.0, 0.2%, 0.0%, -6.6%, 2.4%, -4.2%, -2.5%, 725, 8.7%, -7.3%
Cc1cc(C)n2nc(SCC(=O)NC3CCCCC3C)nc2n1 (stereo unspecified)
→ 2.1, ·, ·, ·, ·, 5.8%, -12.3%, 698, 3.8%, 4.2%
Cc1cnc(NC(=O)CCNC(=O)c2ccc([N+](=O)[O-])cc2)s1
→ -1.1, 0.0%, 8.5%, 6.3%, -0.7%, 2.6%, -4.8%, 668, -0.2%, 9.4%
CCOc1cc(C2Nc3ccccc3NC3=C2C(=O)CC(C)(C)C3)ccc1OC(C)=O (stereo unspecified)
→ -2.0, ·, ·, ·, ·, 0.3%, -9.0%, 818, -10.2%, 2.9%
CCN(CCO)c1nc(N2CCCCC2)c2cnn(C)c2n1
→ 24.1, ·, ·, ·, ·, 1.8%, -5.6%, 757, -6.7%, 9.2%
O=C(COC(=O)c1cc(NS(=O)(=O)c2cccs2)ccc1O)Nc1ccc(F)c(F)c1F
→ 5.3, -0.5%, 6.8%, 3.7%, -4.6%, -2.4%, -1.1%, 668, 3.4%, 3.1%
Cc1ccc(-n2nc3c(c2NC(=O)c2ccc4c(c2)OCO4)CSC3)c(C)c1
→ -2.7, -0.5%, 7.4%, 6.2%, -1.7%, 2.0%, -4.1%, 708, -7.3%, 1.9%
O=C(O)c1ccc(NC(=S)NCc2ccccc2)cc1
→ -1.8, ·, ·, ·, ·, 3.2%, -9.4%, 796, 5.6%, -0.4%
Cc1onc(-c2ccccc2Cl)c1C(=O)NC(=S)NCC(=O)c1ccccc1
→ -17.2, -2.4%, -0.6%, 1.7%, -1.8%, -3.4%, -1.9%, 713, 8.2%, 23.7%
CCN(CC)CCn1c2ccccc2c2nc3ccc([N+](=O)[O-])cc3cc21
→ 27.9, ·, 5.8%, 5.4%, ·, 6.6%, -3.2%, 774, -6.0%, 16.1%
COc1ccccc1NC(=O)c1ccccc1NC(=O)c1cccs1
→ -2.6, ·, ·, ·, ·, 11.1%, -5.3%, 736, 7.2%, 4.0%
CC1(C)CC(=O)C=C(C(=O)N2CCCC(C(=O)c3cccc(C(F)(F)F)c3)C2)O1 (stereo unspecified)
→ -26.9, ·, ·, ·, ·, -1.9%, -5.2%, 703, 15.7%, 4.0%
CC1(C)C2CCC1(C)C(OC(=O)c1ccccc1C(=O)O)C2 (stereo unspecified)
→ -4.3, ·, 0.4%, 10.3%, ·, 8.7%, -6.9%, 739, -1.2%, 4.2%
COC(=O)c1ccc(NC(=O)C(=O)c2c[nH]c3ccccc23)cc1
→ -12.7, ·, ·, ·, ·, 2.5%, -8.0%, 789, 24.3%, 47.1%
CS(=O)(=O)N(CC(=O)Nc1ccccc1C(=O)N1CCCC1)c1ccccc1Br
→ -20.5, ·, ·, ·, ·, 7.0%, -8.6%, 669, -2.7%, -5.7%
COC(=O)c1cc(=O)n(-c2ccccc2)c(=Nc2ccccc2)s1
→ 17.1, -3.1%, 6.7%, -8.8%, -0.4%, 8.3%, 0.6%, 717, -5.3%, 9.8%
CCN(CC)C(=O)c1sc(NC(=O)C(Sc2ccccc2)c2ccccc2)c(C(=O)OC(C)C)c1C (stereo unspecified)
→ 15.8, -1.0%, 3.4%, 8.5%, -5.8%, -2.4%, 10.3%, 721, -2.5%, 17.9%
O=C(/C=C/c1cn(-c2ccccc2)nc1-c1cccnc1)c1ccco1
→ -1.8, 0.2%, 2.7%, 0.8%, -2.5%, 0.3%, -1.9%, 654, -74.6%, 11.9%
CC1Cc2cc(S(=O)(=O)N3CCC(C(=O)N4CCCCC4)CC3)ccc2N1C(=O)C1CC1 (stereo unspecified)
→ -19.2, ·, ·, ·, ·, 3.7%, -9.5%, 682, 32.6%, 4.2%
Cn1cccc1/C=C1\Cc2ccccc2C1=O
→ -1.8, -0.6%, -7.2%, 26.1%, -2.1%, 4.5%, 2.3%, 755, -90.8%, -15.9%
CCOC(=O)C(=CNc1ccc(NC2=NCC(C)(C)S2)cc1)C(=O)OCC
→ -28.5, ·, 7.8%, 7.0%, ·, -2.9%, -3.6%, 706, 34.9%, -1.3%
CC(C)n1c(O)c(N=NC(=O)CNC(=O)Cc2ccc(Cl)cc2)c2ccccc21
→ -0.4, ·, ·, ·, ·, 4.4%, -5.3%, 771, 14.0%, 0.9%
CC1CCN(C(=O)c2ccccc2NC(=O)c2cccc(S(=O)(=O)N3CCOCC3)c2)CC1
→ 1.0, -2.8%, -11.1%, -5.0%, -1.6%, -7.4%, -5.7%, 776, 24.3%, -0.1%
